High-throughput results: PubChem, several laboratories
Candida biofilm – kills Candida albicans biofilms; C. albicans biofilm + clotrimazole, Alamar Blue; inhibition, % at 6 µM; 85,000 tested, 0.14% active;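 active means inhibition above 20%; inactive means inhibition below 20%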;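 further: preformed 24 hr biofilms exposed to compound for 48 hr; 0% = biofilm without compound and 100% = blank killed by clotrimazole plus chlorhexidine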
CYP2C9 activ – increases human cytochrome P450 2C9 activity; 96,000 tested, 1.4% active; recombinant CYP2C9, luciferin-H conversion, luminescence; hits give high values; factor 1 = untreated enzyme, 0 = blocked; activation factor at 5 µM;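 active means activation factor of 2 or more for CYP2C9 at a 5 µM dose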;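 further: 0 = sulfaphenazole-blocked wells and 1 = vehicle-only wells; values of inactives mirror those of a sister screen read the other way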
Target sequence (P11712 whole entry, looked up): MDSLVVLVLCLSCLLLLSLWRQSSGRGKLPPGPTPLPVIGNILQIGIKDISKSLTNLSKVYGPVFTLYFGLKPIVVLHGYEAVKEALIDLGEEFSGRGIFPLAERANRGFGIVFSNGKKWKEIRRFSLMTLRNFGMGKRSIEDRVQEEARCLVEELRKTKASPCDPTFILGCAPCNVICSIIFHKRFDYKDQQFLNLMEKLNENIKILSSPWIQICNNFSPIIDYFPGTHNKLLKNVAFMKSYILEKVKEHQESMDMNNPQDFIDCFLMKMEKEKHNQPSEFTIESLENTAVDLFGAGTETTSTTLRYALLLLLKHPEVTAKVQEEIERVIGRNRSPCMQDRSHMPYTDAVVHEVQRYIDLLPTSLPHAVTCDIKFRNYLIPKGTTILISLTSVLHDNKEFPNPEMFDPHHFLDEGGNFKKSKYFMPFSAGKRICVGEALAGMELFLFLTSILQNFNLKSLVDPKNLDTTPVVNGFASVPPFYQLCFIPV
HUVEC tox IL1B – toxic to HUVEC cells under IL-1B stimulation; cell count reduction, % at 2 µM; AID 845; HUVEC cell count loss, Hoechst imaging, IL-1B stimulated; 94,000 tested, 0.41% active;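 active means cell count reduction more than 3 SD above the screen-wide mean, cut at about 70% in these data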;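 further: normalized per plate to untreated control cells as the no-loss baseline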
HUVEC tox TNFa – HUVEC cytotoxicity counter-screen, TNF alpha stimulated; AID 848; 93,000 tested, 0.17% active; HUVEC TNFalpha-stimulated, Hoechst cell count, imaging; cell count reduction, % at 2 µM;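 active means cell count reduction exceeding the screen mean by over 5 SD, scaled to untreated wells per plate, cut at about 78% in these data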;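 further: cells counted after 24 h of TNF alpha exposure following the 1 h pretreatment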
VCAM1 TNFa inh – reduces TNF alpha induced VCAM1 expression in HUVEC. AID 802. inhibition, % at 2 µM. 95,000 tested, 0.48% active. HUVEC TNFa-induced VCAM-1 immunofluorescence, high-content imaging;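 active means inhibition above the batch mean plus 3 SD, with images confirmed as a hit by eye, cut at about 37% in these data; inconclusive means inhibition above that limit but hit not confirmed in images; inactive means inhibition not above that limit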;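 further: 0% = TNF-stimulated DMSO wells and 100% = unstimulated control wells; not every result past the cut was called active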
CYP2C19 act – increases human CYP2C19 enzyme activity; 96,000 tested, under 10 active; activation factor at 5 µM; recombinant CYP2C19, luciferin-H EGE luminescence; hits give high values; 0 = fully inhibited enzyme, 1 = untreated enzyme;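 active means activation factor of at least 2 at 5 µM in the primary screen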;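 further: 0 = wells with 2.5 mM tranylcypromine and 1 = vehicle-only wells; values of inactives mirror those of a sister screen read the other way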
CYP2C9 inhib – inhibitors of human CYP2C9. 96,000 tested, 20% active. CYP2C9 Supersomes, luciferin-H conversion, luminescence. inhibition, % at 5 µM;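 active means blocking of liver enzyme CYP2C9 beyond about 50% at 5 µM, limit read from the data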; further: values of inactives mirror those of a sister screen read the other way
CYP2C19 inhib – blocks human cytochrome P450 2C19; CYP2C19 Supersomes, luciferin-H EGE luminescence, 30 min; inhibition, % at 5 µM; 96,000 tested, 21% active;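 active means CYP2C19 inhibition above a set limit at 5 µM in the primary screen, cut at about 50% in these data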;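 further: plate controls were negative control wells for no effect and 2.5 mM tranylcypromine positive control for full effect; values of inactives mirror those of a sister screen read the other way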
hDAT+cocaine – modulates human dopamine transporter uptake under cocaine; Q01959; LLC-PK1 hDAT cells, [14C]-dopamine uptake with cocaine IC80; actives deviate in either direction; B-score at 10 µM; 110,000 tested, 1.3% active; AID 449768;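 active means Z score or B-score, a plate-position-corrected score, falls beyond the plate's 99.7% confidence bounds, in either direction; inactive means both scores lie inside the 99.7% bounds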;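 further: scored against the spread of the other compound wells on the same plate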
Target sequence (Q01959 whole entry, looked up): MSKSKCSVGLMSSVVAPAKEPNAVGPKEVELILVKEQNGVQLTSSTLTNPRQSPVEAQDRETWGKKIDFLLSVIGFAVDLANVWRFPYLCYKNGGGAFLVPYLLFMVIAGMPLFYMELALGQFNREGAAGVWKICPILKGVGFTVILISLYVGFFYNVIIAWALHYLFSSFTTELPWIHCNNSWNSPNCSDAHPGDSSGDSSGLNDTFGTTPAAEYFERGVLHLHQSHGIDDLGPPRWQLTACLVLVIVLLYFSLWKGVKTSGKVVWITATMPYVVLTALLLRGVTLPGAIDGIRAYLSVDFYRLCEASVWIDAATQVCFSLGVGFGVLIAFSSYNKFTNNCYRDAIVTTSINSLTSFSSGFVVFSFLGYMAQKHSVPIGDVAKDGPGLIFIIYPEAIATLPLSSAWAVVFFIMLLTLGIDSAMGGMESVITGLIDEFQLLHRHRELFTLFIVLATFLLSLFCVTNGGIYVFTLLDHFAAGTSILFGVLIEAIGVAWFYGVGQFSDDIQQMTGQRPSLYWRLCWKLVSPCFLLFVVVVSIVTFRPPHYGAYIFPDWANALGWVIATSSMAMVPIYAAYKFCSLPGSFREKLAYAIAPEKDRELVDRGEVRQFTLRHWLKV
Numbers without * were called inactive; ? = inconclusive; . = not tested or not shown. Not a hit list; any-hit rate near 29%.

Preview (12 entries):
SMILES	Candida biofilm	CYP2C9 activ	HUVEC tox IL1B	HUVEC tox TNFa	VCAM1 TNFa inh	CYP2C19 act	CYP2C9 inhib	CYP2C19 inhib	hDAT+cocaine
CC(=O)Nc1nc2cc3c(cc2s1)OCO3	6	0.7	-8	20	?	0.4	28	64*	-0.0024
Cc1cc(C(=O)NCC(=O)OC(C(=O)Nc2cc(C(F)(F)F)ccc2Cl)c2ccccc2)ccc1[N+](=O)[O-] (stereo unspecified)	.	0.5	-2	-15	8	0.6	49	45	0.06
COc1ccc(CCNC(=S)Nc2cccc(C)c2)cc1	8	0.7	0	-5	4	0.4	33	65*	0.41
NC(=O)NC(c1ccccc1)c1cccc2ccccc12 (stereo unspecified)	2	1	.	-10	-6	0.3	-1	72*	-2.1
O=C(Oc1nsnc1N1CCOCC1)N1CCOCC1	-1	1.1	43	-9	14	1.1	-9	-9	0.25
COc1ccc(C(=O)N2c3ccccc3CC2C)cc1OC (stereo unspecified)	6	0.7	-6	-11	4	0.3	28	66*	0.52
C1CN(c2nc3nonc3nc2N2CCOCC2)CCO1	7	0.9	.	.	.	1	12	4	0.096
CS(=O)(=O)Nn1cnc2ccccc2c1=O	-1	0.9	-11	14	6	1	6	-3	-0.27
COC(=O)c1cc(-c2ccc3c(c2)OCO3)nc2ccccc12	1	0.6	.	.	.	0.9	39	7	0.17
Cc1ccc(NC(=O)C/C(N)=N/O)cc1C	.	0.9	-24	8	4	0.9	12	10	0.57
O=C(CSc1ccc2nnc(-c3cccnc3)n2n1)N1CCOCC1	14	0.8	-18	-17	5	0.9	17	8	0.056
COc1cccc(C(=O)COC(=O)c2ccc(NC(=O)c3ccccc3)cc2)c1	.	.	13	-31	17	.	.	.	0.24

The list itself, from the start:
SMILES	Candida biofilm	CYP2C9 activ	HUVEC tox IL1B	HUVEC tox TNFa	VCAM1 TNFa inh	CYP2C19 act	CYP2C9 inhib	CYP2C19 inhib	hDAT+cocaine
CC(=O)Nc1nc2cc3c(cc2s1)OCO3	6	0.7	-8	20	?	0.4	28	64*	-0.0024
Cc1cc(C(=O)NCC(=O)OC(C(=O)Nc2cc(C(F)(F)F)ccc2Cl)c2ccccc2)ccc1[N+](=O)[O-] (stereo unspecified)	.	0.5	-2	-15	8	0.6	49	45	0.06
COc1ccc(CCNC(=S)Nc2cccc(C)c2)cc1	8	0.7	0	-5	4	0.4	33	65*	0.41
NC(=O)NC(c1ccccc1)c1cccc2ccccc12 (stereo unspecified)	2	1	.	-10	-6	0.3	-1	72*	-2.1
O=C(Oc1nsnc1N1CCOCC1)N1CCOCC1	-1	1.1	43	-9	14	1.1	-9	-9	0.25
COc1ccc(C(=O)N2c3ccccc3CC2C)cc1OC (stereo unspecified)	6	0.7	-6	-11	4	0.3	28	66*	0.52
C1CN(c2nc3nonc3nc2N2CCOCC2)CCO1	7	0.9	.	.	.	1	12	4	0.096
CS(=O)(=O)Nn1cnc2ccccc2c1=O	-1	0.9	-11	14	6	1	6	-3	-0.27
COC(=O)c1cc(-c2ccc3c(c2)OCO3)nc2ccccc12	1	0.6	.	.	.	0.9	39	7	0.17
Cc1ccc(NC(=O)C/C(N)=N/O)cc1C	.	0.9	-24	8	4	0.9	12	10	0.57
O=C(CSc1ccc2nnc(-c3cccnc3)n2n1)N1CCOCC1	14	0.8	-18	-17	5	0.9	17	8	0.056
COc1cccc(C(=O)COC(=O)c2ccc(NC(=O)c3ccccc3)cc2)c1	.	.	13	-31	17	.	.	.	0.24
Cc1c(C(=O)Nn2cnnc2)oc2ccccc12	4	0.8	2	-52	-15	0.3	16	74*	-0.37
COc1ccc(C)cc1NC(=O)CSc1nnc(-c2ccc(C)cc2)o1	-7	0.8	-13	-31	16	0.9	20	9	-0.61
CCOC(=O)C1CCCN(C(=O)c2ccc(OC(C)=O)cc2)C1 (stereo unspecified)	9	0.9	22	1	-2	0.7	12	35	0.71
CCCCn1c(SCC(=O)NCc2cccs2)nc2c1c(=O)n(C)c(=O)n2C	9	0.8	-84	-25	-6	0.9	20	13	0.36
Cc1cc(C)nc(N2CCC(C(=O)NCCc3ccccc3)CC2)n1	.	1.7	-7	.	-26	0.9	-74	8	0.27
Cc1cc(Oc2ccccc2)nc(-c2ccccc2)n1	.	0.8	-1	-13	9	0.8	16	18	-1.4
CCOc1ccccc1C1CC(c2ccc(Br)cc2)Nc2nc(N)nn21 (stereo unspecified)	4	0.8	3	3	4	0.4	23	64*	0.4
CCOc1ccc(N2CC(C(=O)Nc3ccccc3OC)CC2=O)cc1 (stereo unspecified)	7	.	-11	-6	5	.	.	.	-0.25
CCOC(=O)CSc1nc(N2CCOCC2)c2c(c1C#N)CC(C)(C)N(C)C2	4	0.3	9	-44	34	0.8	73*	22	1
CNC(=O)CN1C(=O)CSc2ncccc21	13	1.2	-6	2	1	1.2	-15	-17	0.04
COC(=O)c1ccc(CSc2nc3ccccc3c(=O)n2-c2ccccc2)o1	9	0.3	5	2	4	0.6	74*	44	1.1
COCCCNC(=O)Cn1nnc(-c2ccc(NC(=O)c3ccc(F)cc3)cc2)n1	5	0.7	.	.	.	0.7	30	26	1.1
CCNc1c(N)c(=O)oc2ccccc12	5	1.1	-52	-14	-1	1	-5	-3	1.6
N#Cc1c(F)cccc1N1CCOCC1	3	1.2	-1	-37	9	1	-23	1	-0.26
O=S(=O)(c1ccc(C2CCCCC2)cc1)N1CCN(c2ncccn2)CC1	7	0.7	-3	-8	7	0.9	30	6	-0.093
COC(=O)c1nc(NC(=O)c2ccc(Br)cc2)n[nH]1	9	1.3	-109	-4	-20	1.2	-25	-24	-0.14
CCOC(=O)c1cn[nH]c1N	10	1	2	-14	14	0.9	3	10	-0.025
CCOC(=O)N1CCN(C(=O)c2cc3cc(Br)ccc3oc2=O)CC1	8	1	-5	-5	3	0.9	2	13	0.0025
CCN(CC)S(=O)(=O)c1cc(OC)c(Cl)cc1Cl	-3	3*	-6	1	9	0	-204	97*	-0.55
CCCN1C2CCCC1CC(NC(=O)c1ccccc1)C2 (stereo unspecified)	0	1	28	10	-12	1	-2	2	-0.17
COC(=O)c1cccc(N(C(=O)c2cnccn2)C(C(=O)NCc2ccccc2)c2ccco2)c1 (stereo unspecified)	.	0.5	-6	-9	4	0.3	48	71*	0.062
Cc1c(C(=O)N(Cc2cccs2)C2CCS(=O)(=O)C2)oc2ccccc12 (stereo unspecified)	9	0.8	-6	-20	-20	0.7	16	32	0.021
O=C(O)CCCNC(=O)c1cncc(Br)c1	.	1	-3	-4	9	1	3	3	.
Cc1ccc(S(=O)(=O)Nc2cccc(/C=C/C(=O)O)c2)cc1	.	1	-14	-3	9	1	2	2	-0.18
Cc1ccc(N(C(C)C(=O)O)S(=O)(=O)c2cccnc2)cc1 (stereo unspecified)	24*	0.7	6	-13	8	1	29	-5	-0.048
CCOC(=O)C1=C(CNC2CCCCC2)NC(=O)NC1c1cc(C)ccc1C (stereo unspecified)	10	0.2	-20	-2	3	0	85*	97*	0.42
CCN=C1Sc2nc3ccc(OCC)cc3cc2CN1CCOC	.	0	-2	-25	-7	0.1	96*	91*	-0.48
CCOc1cccc(OCCCCN2CCOCC2)c1	0	1.1	16	-12	-14	0.7	-7	25	-0.92
CCOC(=O)C(=CNCC(=O)OC)C(=O)OCC	.	1.1	-7	1	-3	1.1	-14	-12	-0.3
Cc1cc(C)n2c(SCC(=O)Nc3c(C)n(C)n(-c4ccccc4)c3=O)nnc2n1	.	0.8	-11	-17	4	1.1	24	-14	0.14
C=CCNc1nc(N2CCCC2)nc2ccccc12	4	1	-28	-25	8	1	4	4	.
CCOCCCNC(=O)C(c1ccc(Cl)cc1)N1CCN(c2ccccc2)CC1 (stereo unspecified)	2	0.8	-9	-6	-1	0.5	18	51*	0.29
Cc1nn(C)c(C)c1NC(=O)c1ccc(S(=O)(=O)N(C)C)cc1	7	1	-18	-4	-4	1	1	-1	-0.19
O=c1ccc(=O)n2n1CC(O)C2	2	1.1	-14	-29	-15	1	-6	-3	-0.58
Cc1ccc(-c2nc(N)n(C(=O)c3cccnc3)n2)cc1	8	0.5	6	6	0	0.5	48	46	0.077
CSc1ncccc1C(=O)NCc1ccc(C)cc1	7	1.1	10	-33	-19	0.7	-11	28	-0.72
CC(C)CNC(=O)CSc1ccc(Cl)cc1	1	0.7	8	2	26	0.6	32	40	-0.6
CCOC(=O)/C=C1\SCC(=O)N1Cc1ccc(Br)cc1	8	.	-3	14	4	.	.	.	0.87
O=C(COc1ccc(Cl)cc1)NCc1nnc(SCC(=O)NCc2ccc3c(c2)OCO3)o1	6	0.3	0	-12	9	0.5	70*	46	0.45
CCOC(=O)c1nnn(-c2nonc2N)c1-c1ccc(C)cc1	1	0.7	-20	-14	2	0.6	30	40	.
CNC(=O)C1C(=S)NC(N)=C(C#N)C1c1ccccc1 (stereo unspecified)	.	0.9	3	-18	-24	1.1	14	-8	-0.24
C=CCNC(=O)c1ccc(C)cc1Cl	1	0.9	-8	-14	1	0.8	6	24	0.74
Cc1cc(S(=O)(=O)N2CCCC2)ccc1OCC(=O)N1CCOCC1	0	0.5	-14	.	.	0.9	48	5	0.2
O=C(CCC1CCCC1)Nc1ccc(Br)cn1	-1	0.7	-49	-13	1	0.7	27	28	-0.57
Nc1nnc(SCC(=O)N2CCc3ccccc32)n1-c1ccccc1	1	1.3	-103	17	-11	1.2	-34	-18	-0.93
CC(=O)CSc1nnc(-c2cnccn2)n1-c1ccccc1	0	1.1	18	-17	0	1.2	-14	-17	.
CC(NC(=O)c1ccc(Cl)cc1)c1nnc(SCc2ccc([N+](=O)[O-])cc2)n1C (stereo unspecified)	.	1	-2	-27	2	1	3	0	.
CCC(Cc1ccccc1)NC(=O)CSc1ccsc1[N+](=O)[O-] (stereo unspecified)	4	0.7	-8	-39	4	0.3	27	72*	0.25

More records
SMILES	Candida biofilm	CYP2C9 activ	HUVEC tox IL1B	HUVEC tox TNFa	VCAM1 TNFa inh	CYP2C19 act	CYP2C9 inhib	CYP2C19 inhib	hDAT+cocaine
CC(=O)c1c(C)n(-c2ccc(N(C)C)cc2)c2ccc(OCC(N)=O)cc12	4	0.8	-31	61	24	0.8	15	19	2
CC1(C)CC(O)(CNCc2ccc3c(c2)OCO3)CCO1 (stereo unspecified)	-3	0.7	-13	4	2	0.8	34	15	1.1
O=C(c1cc(C2CC2)nc2ccccc12)N1N=C(C(F)F)CC1(O)C(F)F (stereo unspecified)	-1	.	-3	-17	-8	.	.	.	0.4
COCCn1c(SCC(=O)NCc2cccs2)nnc1-c1ccc(OC)cc1	1	1	3	-26	10	1	4	5	1
O=C(CCN1CCc2ccccc2C1)Nc1ccccc1	8	0.4	-12	-2	30	0.1	60*	91*	1.6
Cc1onc(-c2ccccc2Cl)c1C(=O)OCN1C(=O)c2ccccc2C1=O	8	0.8	-6	1	-4	0.4	18	56*	-0.059
CSCCC1NC2(C(=O)Nc3c2ccc(Cl)c3C)[C@@H]2C(=O)N(C3CCCC3)C(=O)[C@H]12 (stereo partly specified)	-3	0.1	19	.	.	0.1	91*	91*	2
CCN(CC)S(=O)(=O)c1ccc(-c2nnc(SCC(=O)Nc3cc(OC)cc(OC)c3)o2)cc1	1	1	-28	-40	-16	1	3	-1	-1.3
